Screens: PubChem, National Center for Advancing Translational Sciences (NCATS)
EPAC2 agonist = agonists of human EPAC2 (RAPGEF4); EPAC2 activation, biochemical qHTS; response scale: 100% = 6.5 mM cAMP response; Potency, µM (doses to about 154 µM), inactives show top-dose activation, hits mostly activators; actives 0.079% (n = 360,000); further: potency means the concentration at half of the fitted maximal effect; nearly all actives have a fitted effect of over 50% in size
Target sequence (Q8WZA2 whole entry, looked up): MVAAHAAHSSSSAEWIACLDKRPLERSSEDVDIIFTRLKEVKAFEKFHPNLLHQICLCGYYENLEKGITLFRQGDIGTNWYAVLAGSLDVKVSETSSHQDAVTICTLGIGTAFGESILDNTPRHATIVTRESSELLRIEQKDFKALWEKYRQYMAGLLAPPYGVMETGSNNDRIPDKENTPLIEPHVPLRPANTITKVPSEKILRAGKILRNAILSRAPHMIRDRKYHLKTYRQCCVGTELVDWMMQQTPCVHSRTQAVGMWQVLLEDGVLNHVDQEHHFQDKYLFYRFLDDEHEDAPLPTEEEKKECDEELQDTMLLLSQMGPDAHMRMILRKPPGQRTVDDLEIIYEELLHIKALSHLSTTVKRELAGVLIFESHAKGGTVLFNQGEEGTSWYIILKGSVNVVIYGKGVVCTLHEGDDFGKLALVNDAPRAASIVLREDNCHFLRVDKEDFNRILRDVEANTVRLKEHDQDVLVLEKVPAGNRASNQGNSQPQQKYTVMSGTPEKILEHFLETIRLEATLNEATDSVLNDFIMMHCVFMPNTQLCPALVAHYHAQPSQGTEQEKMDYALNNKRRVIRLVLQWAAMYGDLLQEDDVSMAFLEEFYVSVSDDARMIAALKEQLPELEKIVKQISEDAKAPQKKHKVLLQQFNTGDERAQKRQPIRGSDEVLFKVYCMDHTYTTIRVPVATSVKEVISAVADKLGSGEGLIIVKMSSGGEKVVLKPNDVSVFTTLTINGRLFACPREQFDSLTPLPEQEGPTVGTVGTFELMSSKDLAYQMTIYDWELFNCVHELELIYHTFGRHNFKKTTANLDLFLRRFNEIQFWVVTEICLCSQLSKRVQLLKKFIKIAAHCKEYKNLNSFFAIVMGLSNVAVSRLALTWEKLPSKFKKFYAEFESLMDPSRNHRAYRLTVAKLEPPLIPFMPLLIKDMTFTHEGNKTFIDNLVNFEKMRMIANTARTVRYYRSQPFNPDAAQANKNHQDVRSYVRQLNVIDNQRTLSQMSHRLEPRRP
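Exchange assay: 100 nM EPAC2 with 250 nM Rap1B-BODIPY-GDP and 50 uM GDP. Fluorescence (ex 480/em 540 nm) read every 5 min for 30 min at room temperature. Data normalized to 6.5 mM cAMP as agonist control.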
Nrf2 activator = activates Nrf2 signaling. AID 624171. actives 0.31% (n = 410,000). Potency, µM (series often up to 46.1 µM), without a hit: at the top dose activation, usual class: activators. AREc32 ARE-luciferase reporter (MCF7-derived line), luminescence, 24 h; further: potency means the concentration at half of the fitted maximal effect; % of control where 0% means no effect; nearly all actives have a fitted effect of over 65% in size
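Each well held 1000 AREc32 cells, which were incubated with compound for 24 hr at 37 deg C after overnight attachment, and ARE reporter activity was quantified by firefly luciferase luminescence.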
EPAC2 antag = blocks human EPAC2 exchange factor; EPAC2 GEF exchange of Rap1B-BODIPY-GDP, fluorescence; Potency, µM (series often up to 114 µM), inactives show at the highest dose activity, negative = inhibition, actives largely listed as inhibitors; Q8WZA2; actives 0.18% (n = 360,000); further: potency means the concentration at half of the fitted maximal effect; on the % scale 0 is the no-effect control and ±100 the full control effect; nearly all actives have a fitted effect of over 45% in size; many of its hits are not listed in these tables
Mm-Cpn inhibitor = inhibitors of Methanococcus maripaludis chaperonin (MmCpn); purified Mm-Cpn ATPase, ADP Transcreener TR-FRET; Potency, µM (series often up to 76.9 µM), for inactives: at the highest dose activity, negative = inhibition, actives largely listed as inhibitors; actives 0.031% (n = 330,000); AID 504842; further: potency means the concentration at half of the fitted maximal effect; on the % scale 0 is the no-effect control and ±100 the full control effect; nearly all actives have a fitted effect of over 80% in size
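Reaction buffer contained 30 mM Tris pH 7.4, 100 mM KCl, 5 mM MgCl2 and 1 mM DTT. Mm-CPN (25 nM final) hydrolysed 10 uM ATP over 30 min at 37°C; ADP was read by HTRF.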
Nrf2 block = Nrf2 pathway inhibition. A549 ARE-Fluc reporter, luciferase luminescence, 18-24 h. Potency, µM (series often up to 46 µM), inactives show at the top dose activity change, negative = inhibition, hits mostly inhibitors. actives 2.1% (n = 360,000). AID 504444; further: potency means the concentration at half of the fitted maximal effect; on the % scale 0 is the no-effect control and ±100 the full control effect; nearly all actives have a fitted effect of over 60% in size
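Nrf2 activity is the BugLite luminescence, read 15 min after reagent at room temperature, following CellTiter-Fluor cytotoxicity readout (30 min, 37C). Compound titrations were applied for 18-24 h to 5000 A549 ARE_Fluc cells/well in 5% FBS OPTI-MEM.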
CCT modulator = cytosolic chaperonin activity modulation; actives 0.3% (n = 360,000); activity change, % (concentration not given with the values), hits read low; purified chaperonin ATPase assay, HTRF ADP detection, 30 min; AID 651819; in the data active means activity change below about -30%; further: on the % scale 0 is the no-effect control and ±100 the full control effect
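We incubate TRiC, 40 or 20 nM final, with library compounds at 76 uM and 10 uM ATP for 30 min at 37 °C. ADP formed is detected with Transcreener HTRF reagents after 30 min at room temperature.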
TGFb SMAD3 inh = blocks TGF-b signaling. HepG2 CAGA-GFP TGF-b/SMAD3 reporter, GFP fluorescence, 18 h; TGF-beta stimulated, 500 pg/mL final. actives 1.2% (n = 410,000). Potency, µM (doses to about 46.1 µM), for the others: at the highest dose activity, negative = inhibition, hits mostly inhibitors. AID 588855; further: potency means the concentration at half of the fitted maximal effect; on the % scale 0 is the no-effect control and ±100 the full control effect; nearly all actives have a fitted effect of over 65% in size
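HEPG2 CAGA-GFP, 1000 cells/well; 2 h settle, 37 C; cpd via pin tool; TGF-b 500 pg/mL final; 18 h, 37 C; GFP imaging ex488/em500-530; %Activity normalised to -TGF-b and +DMSO controls; CRC fit, curve class.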
Akt phos inh = inhibitors of Akt phosphorylation; Neuro2A IGF-stimulated pAkt S473 HTRF, 20 min; active compounds read low; actives 0.32% (n = 360,000); activity change, % for hits at 50 µM; in the data active means activity change below about -80%; inconclusive means mostly about -51% to -80%; further: on the % scale 0 is the no-effect control and ±100 the full control effect
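Neuro2A cells (4,500/well, DMEM with 0.5% FBS) were treated with compound at a single 50 µM final concentration, stimulated with 6 nM IGF for 20 min at 37 °C, and lysed. Phospho-Akt Ser473 was read by HTRF as 665/615 ratio ×10^4.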
A549 tox = kills or reduces viability of A549 cells in Nrf2 counter-screen | A549 ARE-Fluc cells, CellTiter-Fluor viability, 18-24 h | Potency, µM (highest dose often 46 µM), for the others: at the top dose activity change, negative = cytotoxicity, actives largely listed as inhibitors | actives 0.16% (n = 390,000) | AID 504648; further: potency means the concentration at half of the fitted maximal effect; on the % scale 0 is the no-effect control and ±100 the full control effect
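Cytotoxicity counterscreen: CellTiter-Fluor fluorescence was measured in A549 ARE_Fluc cells after 18-24 h of compound exposure in a concentration series. The subsequent BugLite luminescent read reports ARE-luciferase activity.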
* marks the source's active call; other numbers are inactive results; i = inactive; ? = inconclusive; / = no result given; [ ] = dose if it differs, or a comment. Unless noted, the call rests on the fitted dose curve; in most records, active means well fitted curve in the direction sought with a large enough effect; inconclusive means small, poorly fitted or top-dose-only effect, or another doubt; inactive means no such curve, though single readings can be large; an effect the other way counts as inactive or inconclusive.

SMILES	EPAC2 agonist	Nrf2 activator	EPAC2 antag	Mm-Cpn inhibitor	Nrf2 block	CCT modulator	TGFb SMAD3 inh	Akt phos inh	A549 tox
CCN(c1cccc(C)c1)c1nc2ccsc2c(=O)s1	0%	5.8%	-1%	-1%	-20%	-1.5	?	i	-3%
CCOc1ccc(NC(=S)c2ccc3ccccc3n2)cc1	9%	-0.9%	-5%	-3%	?	-30*	1%	i	-6%
O=C(Nc1cc([N+](=O)[O-])ccc1C(=O)NCCN1CCOCC1)c1ccccc1	-2%	-0.5%	-10%	1%	-7%	0.5	0%	i	-2%
CCc1ccc(NC(=O)Nc2cc(C(=O)NCC3CCCO3)ccc2N2CC3CC(C2)c2cccc(=O)n2C3)cc1 (stereo not drawn)	3%	3.5%	-2%	-3%	4%	0.4	-11%	i	3%
Cc1noc(C)c1NC(=O)N(C)C[C@H]1Oc2ccc(NC(=O)NC3CCCCC3)cc2C(=O)N([C@H](C)CO)C[C@@H]1C	-4%	0.4%	14%	1%	15%	0.4	-2%	i	0%
COc1ccc(CCn2c(=O)c3cccnc3n(CC(=O)Nc3c(C)cc(C)cc3C)c2=O)cc1OC	/	0.6%	/	/	13%	/	-5%	/	2%
COc1ccc(NC2CCCN(C(=O)C3(C)CCCCC3)C2)cc1OC (stereo not drawn)	-2%	-0.3%	3%	1%	-12%	-0.3	-9%	i	4%
O=C1C(=O)N(CCN2CCOCC2)C(c2ccccn2)/C1=C(/O)c1ccc(Cl)cc1 (stereo not drawn)	4%	6.2%	0%	1%	-5%	-2.5	10%	-111%*	-6%
CCC(C)(C)NC(=O)CN(C(=O)CCC(=O)Nc1nccs1)c1cccc(C)c1C	-4%	-0.6%	-3%	-1%	15%	1.9	13%	i	3%
O=S(=O)(Nc1ccc(Cl)cn1)c1ccc2c(c1)OCCO2	27%	-1.0%	14%	-1%	-21%	2.2	5%	i	2%
COC(=O)c1ccc(N2NC(=O)/C(=C/c3cc(OC)c(OC)c(OC)c3)C2=O)cc1	6%	-0.2%	33%[activator]	1%	19%	-0.7	3%	i	-5%
CCOC(=O)C1C(=O)CC(C)(O)C(C(=O)OCC)C1c1ccccc1OC (stereo not drawn)	-12%	-0.3%	0%	1%	?	-6.8	-3%	i	-7%[1.84 µM]
Cc1ccc(C)c2sc(NC(=O)c3nc4ccccc4s3)nc12	-6%	0.1%	-3%	-1%	2%	-0.1	-17%	i	5%
O=[N+]([O-])c1cc(C(F)(F)F)ccc1N1CCN(S(=O)(=O)c2ccc3ccccc3c2)CC1	1%	2.2%	-1%	-3%	/	-1.8	?	i	-9%
Cc1c(Cl)ccc2c(C(=O)O)cc(-c3ccccc3)nc12	-4%	0.4%	?	-5%	?	-2.2	-14%	i	-4%
O=C(CN1CCOCC1)NNC(=O)c1ccc([N+](=O)[O-])cc1	5%	0.8%	0%	-4%	-3%	-0.3	-1%	i	-1%
Cc1c(-c2cccc(Cl)c2)nc2ccccc2c1C(=O)OCC(=O)Nc1ccc2c(c1)OCO2	17%	0.0%	4%	-5%	?	1.5	?	i	?
Cc1c(CC(=O)NCc2ccccc2Cl)c(=O)oc2cc(O)ccc12	/	2.1%	/	/	-3%	/	13%	/	2%
C=CC[C@@H](Cc1ccc(F)cc1)C(=O)OC[C@H]1CCCN1C(=O)[C@@H](CC=C)CC(=O)N(CCO)Cc1ccccc1	-2%	-2.2%	-14%	3%	?	-1.0	?	i	-13%
COc1cccc(CN(C)CC(=O)Nc2cccc3ccccc23)c1	6%	4.4%	3%	-5%	-3%	-2.6	-3%	i	2%
CCCN1CC(O)=C(C#N)C1=O	9%	-0.5%	4%	1%	4%	-10	0%	i	4%
COc1cccc(C(=O)Nc2nc(-c3nnn(-c4cc(C)ccc4C)c3C)ns2)c1	/	2.4%	/	/	?	/	-15%	/	-19%
Cc1ccc(Cl)cc1N1CCN(S(=O)(=O)c2c(C(=O)N3CCOCC3)c(C)n(C)c2C)CC1	4%	-1.4%	-6%	1%	-4%	-2.7	3%	i	-2%
Cc1nonc1OCCNc1ccc([N+](=O)[O-])cc1[N+](=O)[O-]	-10%	0.1%[9.22 µM]	-7%	0%	-9%	1.4	1%	i	?

The list is partial; rates above refer to the full screens.
